# Screens: PubChem BioAssay, National Center for Advancing Translational Sciences (NCATS)
# PI4K2A inh: qHTS for small molecular inhibitors of PI4K2A; Phosphatidylinositol 4-kinase type 2-alpha (Homo sapiens), Q9BTU6; purified PI4K2A, ADP-Glo luminescence, 1 h; hits give low values; activity change, negative = inhibition, % at 76.9 µM; 420,000 compounds, 0.13% hits; AID 1346378, 2018; in the data active = activity change below about -50%; inconclusive = mostly about -30% to -49%;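 note: -100% = wells without enzyme as full effect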
# Target sequence (Q9BTU6 whole entry, looked up): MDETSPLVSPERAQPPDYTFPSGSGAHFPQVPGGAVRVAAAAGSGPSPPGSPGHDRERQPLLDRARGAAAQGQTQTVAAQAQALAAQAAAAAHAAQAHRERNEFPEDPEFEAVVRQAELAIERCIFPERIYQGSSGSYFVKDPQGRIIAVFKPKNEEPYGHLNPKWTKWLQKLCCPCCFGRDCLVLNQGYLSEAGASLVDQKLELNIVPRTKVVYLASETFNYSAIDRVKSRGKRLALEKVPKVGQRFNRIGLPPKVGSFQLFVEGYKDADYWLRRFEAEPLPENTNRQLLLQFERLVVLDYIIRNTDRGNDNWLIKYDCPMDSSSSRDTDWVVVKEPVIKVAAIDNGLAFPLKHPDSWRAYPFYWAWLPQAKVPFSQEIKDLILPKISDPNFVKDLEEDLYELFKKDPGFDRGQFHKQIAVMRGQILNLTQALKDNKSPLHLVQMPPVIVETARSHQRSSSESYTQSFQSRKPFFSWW
#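 In this quantitative HTS, ADP production by PI4K2A was quantified luminescently after 1 h at ambient temperature; 100 microM adenosine served as plate-quality control.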
# TrxR1 substrate: qHTS Assay for Substrates of Mammalian Selenoprotein Thioredoxin Reductase 1 (TrxR1): qHTS; Thioredoxin reductase 1, cytoplasmic (Rattus norvegicus), O89049; purified TrxR1 substrate turnover, NADPH consumption readout; Potency, µM (titrated, usually from 114 µM), for inactives: top-dose activity change, negative = substrate turnover; 390,000 compounds, 0.01% hits; note: potency is the fitted concentration of half-maximal effect; % is set by controls: 0 for no effect and ±100 for the full control effect; nearly all actives have a fitted effect of over 50% in size
# Target sequence (O89049 whole entry, looked up): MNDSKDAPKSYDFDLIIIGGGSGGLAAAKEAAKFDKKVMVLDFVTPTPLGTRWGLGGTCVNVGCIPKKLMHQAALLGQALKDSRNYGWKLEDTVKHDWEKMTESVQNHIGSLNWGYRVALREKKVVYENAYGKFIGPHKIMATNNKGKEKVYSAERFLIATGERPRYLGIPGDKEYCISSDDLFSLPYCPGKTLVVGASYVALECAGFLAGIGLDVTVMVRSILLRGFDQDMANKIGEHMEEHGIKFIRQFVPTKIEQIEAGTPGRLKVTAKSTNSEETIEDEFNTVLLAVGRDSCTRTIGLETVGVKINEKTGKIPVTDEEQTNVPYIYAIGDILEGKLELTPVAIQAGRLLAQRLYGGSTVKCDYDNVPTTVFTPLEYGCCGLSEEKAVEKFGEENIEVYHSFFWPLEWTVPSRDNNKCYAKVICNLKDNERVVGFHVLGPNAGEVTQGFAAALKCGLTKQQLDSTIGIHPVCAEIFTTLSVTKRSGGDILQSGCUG
#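 Rat TrxR1, dispensed at 90 nM, was prereduced with 400 uM NADPH (final) for 5 min at ~22 deg C, then incubated with compound 15 min before 400 uM selenite. A first-read NADPH fluorescence drop versus no-compound background flagged substrates.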
# TRHR enhancer: qHTS for Small Molecule Agonists and Allosteric Enhancers of Human TRH Receptor: Primary Screen for Enhancers; enhancement, % at 2 µM; AID 493056, 2011; 360,000 compounds, 0.66% hits; TRHR cells, fluo-8 calcium fluorescence, EC20 TRH enhancement; in the data active = enhancement above about 30%; note: 0% is about no effect
#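 Enhancer read-out: after compound pinning and an initial kinetic agonist-mode read, an EC20 of TRH (10 nM final) was injected and fluo-8 calcium signal (Ex 480/Em 530) followed at 1 s/cycle for 100 cycles in TRHR-expressing cells.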
# D2 antagonist: HTS Assay for Allosteric Antagonists of the Human D2 Dopamine Receptor: Primary Screen for Antagonists; HEK293 TREx D2 cells, calcium flux, dopamine EC80; inhibition, % at 10 µM; 340,000 compounds, 2% hits; AID 485344, 2010; in the data active = inhibition above about 30%; note: 0% is about no effect
#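 Calcium flux kinetic readout in an inducible HEK293 TREx D2 line plated overnight at 30 C. After 180 s compound exposure, an EC80 dopamine challenge follows with another 180 s kinetic read to detect antagonism.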
# mIDH1 inhibitor: qHTS for Inhibitors of mutant isocitrate dehydrogenase 1 (IDH1): qHTS. AID 602179, 2012. IDH1-R132H enzyme, NADPH consumption, diaphorase/resazurin fluorescence. 390,000 compounds, 0.093% hits. Potency, µM (top dose mostly 76.6 µM), inactives show at the highest dose activity change, negative = inhibition, hits mostly inhibitors. Isocitrate dehydrogenase [NADP] cytoplasmic (Homo sapiens), O75874; note: potency is the fitted concentration of half-maximal effect; % is set by controls: 0 for no effect and ±100 for the full control effect; nearly all actives have a fitted effect of over 65% in size
#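 IDH1-R132H (0.5 ug/mL dispensed) in pH 7.5 Tris buffer was preincubated 30 min with compound, then given a substrate mix of 0.016 mM NADPH and 2 mM alpha-KG for 80 min at room temperature; remaining NADPH was read by diaphorase/resazurin fluorescence.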
# TRHR ag: qHTS for Small Molecule Agonists and Allosteric Enhancers of Human TRH Receptor: Primary Screen for Agonists; TRHR cells, calcium flux fluo-8, FDSS agonist mode; 360,000 compounds, 0.18% hits; Thyrotropin-releasing hormone receptor (Homo sapiens), P34981; activation, % at 2 µM; AID 493084, 2011; in the data active = activation above about 30%; note: 0% is about no effect
#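 TRHR-expressing cells, plated overnight in medium with 10% serum, were loaded with fluo-8 calcium dye at room temperature. After a 10 s baseline, library compound was pin-added and calcium release was recorded kinetically (ex 480/em 530) as agonist response.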
# rTrxR1 inhibitor: qHTS Assay for Inhibitors of Mammalian Selenoprotein Thioredoxin Reductase 1 (TrxR1): qHTS; Thioredoxin reductase 1, cytoplasmic (Rattus norvegicus), O89049; recombinant rTrxR1, NADPH fluorescence consumption, selenite substrate; Potency, µM (doses to about 114 µM), inactives show top-dose activity change, negative = inhibition, most hits filed as inhibitors; 390,000 compounds, 1% hits; AID 588453, 2011; note: potency is the fitted concentration of half-maximal effect; % is set by controls: 0 for no effect and ±100 for the full control effect; nearly all actives have a fitted effect of over 65% in size
#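 Rat TrxR1 (90 nM in the dispensed reagent) was pre-reduced with 400 uM NADPH for 5 min at room temperature, then incubated with compound for 15 min. After 400 uM selenite was added, NADPH fluorescence (Ex 340/Em 450 nm) was followed for 8 min.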
# USP1-UAF1 inh: Inhibitors of USP1/UAF1: Primary Screen; Ubiquitin carboxyl-terminal hydrolase 1 (Homo sapiens), O94782; recombinant USP1/UAF1, Ub-Rhodamine cleavage fluorescence; Potency, µM (top dose mostly 57.1 µM), for inactives: at the top dose activity change, negative = inhibition, actives largely listed as inhibitors; 390,000 compounds, 0.23% hits; AID 743255, 2014; note: potency is the fitted concentration of half-maximal effect; % is set by controls: 0 for no effect and ±100 for the full control effect; nearly all actives have a fitted effect of over 60% in size; inactives centre near -12
#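 USP1/UAF1 complex (1 nM) preincubated 15 min at room temperature with compound, then Ub-Rho substrate (150 nM final) added. Kinetic fluorescence at 480/540 nm over 6 reads at 60 s intervals; 50 mM HEPES pH 7.8, 0.5 mM EDTA, 0.1 mg/ml BSA, 1 mM TCEP, 0.01% Tween-20.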
# D2 ag: HTS Assay for Allosteric Agonists of the Human D2 Dopamine Receptor: Primary Screen for Agonists. 340,000 compounds, 0.53% hits. activation, % at 2 µM. D(2) dopamine receptor (Homo sapiens), P14416. HEK293 T-REx D2 cells, calcium flux agonist mode. AID 485358, 2010;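 active = activation over 3 SD above normal in the single-dose calcium agonist read, cut at about 30% in these data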; note: 0% is about no effect
#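 Tetracycline-induced HEK293 Trex cells with D2 receptor force-coupled to calcium signaling, plated overnight at 30 C and loaded with no-wash calcium dye. Calcium flux read kinetically for 180 s after compound addition; responses flag agonists.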
# * hit, by the source's call; ? = inconclusive; . = no result given; & = joins results of further samples; [ ] = remark or other dose. Unless noted, calls come from the whole dose curve; as a rule, active = well fitted inhibition curve with a large enough effect; inconclusive = small, poorly fitted or top-dose-only effect; inactive = no such curve, though single readings can be large or run the other way. These rows are one share of the data; count on the stated rates, not on these rows.
SMILES,PI4K2A inh,TrxR1 substrate,TRHR enhancer,D2 antagonist,mIDH1 inhibitor,TRHR ag,rTrxR1 inhibitor,USP1-UAF1 inh,D2 ag
O=C(/C=C/c1ccc(Cl)cc1)NC(=S)N1C[C@H]2C[C@H](C1)c1cccc(=O)n1C2,-1.7,4.1%[57.1 µM],0.7,-20.5,9.3%,-0.3,-4.9%[57.1 µM],-3.1%,-0.2
O=[N+]([O-])c1cccc(NP(=O)(N2CC2)N2CC2)c1,-1.9,-2.8%[2.29 µM],.,.,-2.7%,.,14.9%[57.1 µM],-14.6%,.
COC(=O)C1=C(c2cccc(OCc3ccccc3)c2)C[C@@H]2CC[C@H]1N2C(=O)NCc1ccc(F)cc1,-1.1,2.9%,-1.3,.,-10.8%,1.0,34.1%,-24.1%,.
COCCNC(=O)Cn1cc(/C=C2\C(=O)NC(=O)N(c3cccc(C)c3C)C2=O)c2ccccc21,0.2,-26.1%[57.1 µM],-9.6,-0.2,9.0%,0.8,-36.3%,-23.1%,0.4
CC1CN1P(=O)(Oc1ccc2ccccc2c1)N1CC1C (stereo unspecified),-3.9,7.1%,.,.,1.0%,.,11.3%,-19.1%,.
C=C1C2C[C@H](O)C(C)(C)[C@@]2(O)[C@H](O)C[C@]23C[C@@](C)(O)[C@H](CC[C@H]12)[C@H]3OC(C)=O (stereo partly specified),-3.7,-7.1%,1.1,-2.6,-3.4%,-0.2,5.0%,16.6%,-0.3
CCOc1ccc(N=Cc2c(O)n(C(C)(C)C)c(=O)[nH]c2=O)cc1,-10.4,94.2%[activator],1.3,3.1,-1.1%,-0.3,?,-12.8%,-3.7
CC(=NCc1ccc(F)cc1)c1c(O)n(C)c(=O)n(C)c1=O,-2.9,3.0%,18.0,4.7,0.6%,0.1,13.2%,-16.5%,-0.3
CC(=O)C12CC(C)=C(C)CC1CC1C3CCC4=CC(=O)CCC4(C)C3CCC12C (stereo unspecified),-1.2,-5.6%,.,.,?,.,3.9%,-1.5%,.
CC1CCC2C(C)C(=O)OC3OC4(C)CCC1C32OO4 (stereo unspecified),1.2,-2.9%,-5.5,-2.5,-0.3%,-0.2,12.5%,-7.8%,0.2
CC(=O)NC(Cc1ccc(N(CCCl)CCCl)cc1)C(=O)NC(CC(C)C)C(=O)O (stereo unspecified),-3.4,6.3%[57.1 µM],-2.5,14.1,-3.9%,-0.5,?,-15.0%,0.0
CCC(=NCCc1c[nH]c2ccccc12)c1c(O)n(C)c(=O)n(C)c1=O,4.2,5.4%,-1.6,.,4.3%,-0.3,6.6%,-13.1%,.
O=C(COC(=O)Cc1ccccc1)Nc1cc(S(=O)(=O)N2CCCCC2)ccc1Cl,4.0,-2.0%,-1.8,-14.4,-1.8%,-0.4,17.7%,-10.6%,0.2
Cc1[nH]c2ccc(OC(F)(F)F)cc2c1CCNCc1cccc([N+](=O)[O-])c1,-0.8,2.9%[57.1 µM],12.2,-0.8,5.4%,4.7,-1.6%[57.1 µM],-19.8%,2.2
O=NN1CCCCC1,2.9,7.5%,-2.5,-3.3,-6.9%,0.4,18.1%,-25.1%,1.1
NCCc1nc2ccccc2s1,5.7,1.5%,2.7,0.7,-6.6%,0.1,13.3%,-19.0%,1.7
N[C@@H]1CC[C@@]2(O)[C@H]3Cc4ccc(O)c5c4[C@@]2(CCN3CC2CC2)C1O5 (stereo partly specified),-2.5,3.9%,.,.,-9.5%,.,12.4%,-29.6%,.
Oc1ccc2ccccc2c1CN1CC=C(c2ccccc2)CC1,5.2,14.9%,4.7,-7.8,3.6%,0.1,-0.7%[57.1 µM],-9.6%,10.8
COC(=O)C1=C(c2ccc(C(C)=O)cc2)C[C@@H]2CC[C@H]1N2C(=O)N1CCCC1,-1.0,8.2%[57.1 µM],-1.1,-4.3,-8.1%,0.1,15.5%[57.1 µM],-32.6%,-0.7
COc1cc(/C=C/[N+](=O)[O-])ccc1O,-9.5,-8.2%,2.3,-17.9,-3.7%,2.3,3.16µM*,19.1%,2.1

# Gathered by group: those above with four or more nitrogen atoms
SMILES,PI4K2A inh,TrxR1 substrate,TRHR enhancer,D2 antagonist,mIDH1 inhibitor,TRHR ag,rTrxR1 inhibitor,USP1-UAF1 inh,D2 ag
O=[N+]([O-])c1cccc(NP(=O)(N2CC2)N2CC2)c1,-1.9,-2.8%[2.29 µM],.,.,-2.7%,.,14.9%[57.1 µM],-14.6%,.
COCCNC(=O)Cn1cc(/C=C2\C(=O)NC(=O)N(c3cccc(C)c3C)C2=O)c2ccccc21,0.2,-26.1%[57.1 µM],-9.6,-0.2,9.0%,0.8,-36.3%,-23.1%,0.4
CCC(=NCCc1c[nH]c2ccccc12)c1c(O)n(C)c(=O)n(C)c1=O,4.2,5.4%,-1.6,.,4.3%,-0.3,6.6%,-13.1%,.

# Other compounds follow:
SMILES,PI4K2A inh,TrxR1 substrate,TRHR enhancer,D2 antagonist,mIDH1 inhibitor,TRHR ag,rTrxR1 inhibitor,USP1-UAF1 inh,D2 ag
CNC(=S)N(C)CCc1cc2c(c(OC)c1/C=C1/C(=O)NC(=O)N(C)C1=O)OCO2,-8.0,3.6%,-0.6,-19.9,0.1%,-0.2,-8.3%,-14.5%,4.9
NCCc1c[nH]c2ccc(OCc3ccccc3)cc12,2.4,7.9%[57.1 µM],-1.8,-0.7,-4.0%,0.0,24.3%[57.1 µM],-4.7%,0.4
CCN(CC)c1nc2c(C)cccn2c(=O)c1C=C1C(=O)NC(=O)NC1=O,-18.7,-11.3%,0.3,0.3,7.6%,-0.5,?,-7.3%,-0.7
CCC(=NCc1cc(OC)cc(OC)c1)c1c(O)n(C2CCCCC2)c(=O)[nH]c1=O,-5.3,0.5%,0.8,12.1,-1.1%,-0.4,17.5%,?,1.9
CCOc1cc(C)cc2oc(=O)c3c(c12)CCCC3,-2.3,-0.9%,-3.1,-11.7,-1.3%,-0.5,-11.6%,-22.2%,0.3
O=C/C=C/c1ccccc1,1.0,5.0%[57.1 µM],.,.,9.1%,.,-1.4%[57.1 µM],-17.9%,.
N=Cc1c(O)n(-c2ccc(C34CC5CC(CC(C5)C3)C4)cc2)c(=O)[nH]c1=O,-1.2,1.9%,6.3,-5.6,-8.2%,0.7,10.8%,-17.1%,3.6
COc1ccc(N/N=C/c2c(O)n(-c3cccc(C)c3)c(=O)[nH]c2=O)cc1,-3.3,-1.6%,-2.2,4.3,2.7%,0.8,-0.9%,-21.5%,1.7
C[C@]12CCC3C(CC[C@H]4C[C@H](N)CC[C@]34C)C1CC[C@H]2O (stereo partly specified),-0.8,1.2%,3.2,2.3,4.1%,-2.1,7.2%,-17.8%,0.0
O=C(O)Cc1cnc[nH]1,-0.9&5.3,4.1%[57.1 µM],.,.,-11.5%,.,?,-13.5%,.
CCCN(CCC)C(=O)Cc1c(-c2ccc(Cl)cc2)nc2c(Cl)cc(Cl)cn12,-1.4,1.6%,14.6,-3.7,10.2%,-0.8,7.5%&12.0%,-24.6%,-0.3
O=C(CCC(=O)N1C[C@H]2C[C@@H](C1)c1cccc(=O)n1C2)NCc1ccccc1C(F)(F)F,0.3,8.3%,1.3,4.2,3.8%,0.3,6.9%,-5.0%,1.0
CC12CN3CC(C)(CN(C1)C3c1cccs1)C2O (stereo unspecified),6.4,-4.9%,10.1,-15.2,-4.6%,1.3,-6.4%,-17.6%,-0.8
CS(=O)(=O)NNP(=O)(NNS(C)(=O)=O)NC(=O)c1ccccc1,-2.5,6.0%,1.5,0.6,2.6%,0.5,14.2%,-12.1%,0.2
CCn1c(O)c(N=Nc2cccc(S(=O)(=O)N3CCOCC3)c2)c(=O)n(CC)c1=S,-1.9,-6.4%,0.1,-12.4,-13.8%,0.7,-0.3%,-9.4%,-1.4
O=C1CC(c2ccccc2Br)c2c(c3ccccc3oc2=O)O1 (stereo unspecified),-3.6,4.4%[57.1 µM],-6.1,.,-13.8%,1.2,7.5%[57.1 µM],?,0.1
COc1ccc(CN2CCN(C(=O)COc3ccccc3)CC2)c(OC)c1,-11.0,7.5%,-2.7,.,13.8%,-1.6,6.8%,-13.5%,-2.1
C=CCn1c(O)c(C(CC)=Nc2cccc(C(=O)O)c2)c(=O)[nH]c1=O,1.5,20.2%,1.8,-5.8,5.5%,0.0,0.1%,-9.1%,0.1
Cn1nccc1C(=O)N1CCC2(CC1)OCCO2,-0.5,6.8%,-5.6,-1.2,0.1%,-0.3,17.4%,-18.0%,-0.6
CCCCCCn1c(N)c(C(=O)NCCN2CCOCC2)c2nc3ccccc3nc21,-5.7,125.6%[activator],0.9,-13.6,4.9%,2.0,-1.5%,-15.2%,-0.7
N#Cc1ccc(Cn2cc(C(=O)c3ccco3)c3ccccc32)cc1,-4.1,1.3%,-2.7,-17.1,-3.3%,0.5,4.1%,-19.6%,1.2
N[C@@H](Cc1ccc(N(CCCl)CCCl)cc1)C(=O)O,-2.0&-0.1,2.4%,-5.9,16.8,13.4%,0.2,?,-23.8%,0.9
